Screens as filed in PubChem BioAssay.
M17LAP inhibition – P. falciparum M17LAP inhibitors, primary screen, biochemical, fluorogenic H-Leu-NHMec substrate, 1536-well (AID 1619) | recombinant M17LAP, H-Leu-NHMec fluorogenic kinetic assay; higher % means a stronger effect | one-dose inhibition, % at 30 µM; IC50 in µM for titrated hits | actives 0.38% (n = 220,000);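 active = compound inhibiting the enzyme by more than half at any dose during confirmatory dose-response retesting; inconclusive = strong single-dose inhibitors picked by rank but not retested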;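 also: plate controls were full reaction with DMSO carrier for no effect and no enzyme background for full effect; strong numbers were not always called active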
KOR beta-arrestin-1 – kappa opioid receptor activators – cell-based, luminescence, uHTS, primary screen (AID 1777). KOR beta-arrestin recruitment, luminescence; higher % means a stronger effect. activation, % at 10 µM, or EC50 in µM where a hit was titrated. actives 0.02% (n = 280,000); in the data active = activation above about 50%, passing the limit was not always enough; also: a part of the inactive calls stands beside numbers as strong as those of hits
Dynein transport – dynein cargo transport inhibition. actives 0.47% (n = 220,000). 3617.4 mouse cells, GR-EGFP nuclear translocation imaging; test concentration mostly 20 µM; stimulated with dexamethasone, 1 µM; stronger effect = lower value. AID 1381. z-score, hits read low;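 active = plate z-score of nuclear minus cytoplasmic receptor signal below a set negative limit, without overly bright fluorescence or cell loss, cut at about -3.5 in these data, passing the limit was not always enough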;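 also: z-score of nuclear minus cytoplasmic ring GR-EGFP intensity difference per well; some compounds called inactive have numbers as strong as hits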
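Also added: dexamethasone, 1.0 µM final. Medium: tet-free, stripped-serum medium. Detection: fixed, Hoechst-stained cells imaged at 10x for EGFP. Read-out: nuclear-to-cytoplasmic GR-EGFP distribution per well. Times: induction 48 h, compound 1 h, agonist 30 min.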
KOR beta-arrestin-2 – kappa opioid receptor blockers – cell-based, luminescence, uHTS (AID 1778). KOR beta-arrestin recruitment, luminescence, antagonist mode; higher % means a stronger effect. one-dose inhibition, % at 10 µM; IC50 in µM for titrated hits. actives 0.091% (n = 290,000); also: strong numbers were not always called active
GPR55 activation – selective activators of receptor GPR55 – imaging, U2OS cells, beta-arrestin-GFP redistribution, primary screen (AID 1961) | U2OS GPR55 beta-arrestin-GFP redistribution imaging; higher % means a stronger effect | activation, % at 10 µM; hits with a dose series show EC50 in µM | actives 0.048% (n = 290,000);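 active = activation above 40% with more than 50 cells counted in the well; inconclusive = wells holding fewer than 50 cells, flagged as toxic or sparse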;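 also: U2OS osteosarcoma cells stably expressing GPR55 and beta-arrestin-GFP; plate controls were DMSO negative control for no effect and LPI positive control for full effect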
NOD2 inhibition – inhibition of NOD2-driven NF-kB reporter – cell-based, luminescence, uHTS, HEK293 (AID 1566) | actives 0.63% (n = 290,000) | inhibition, % at 4 µM; hits with a dose series show EC50 in µM | HEK293 NOD2/NF-kB luciferase reporter, luminescence; higher % means a stronger effect; also: many of its hits are not listed in these tables
NOD1 NF-kB reporter – inhibition of NOD1-driven NF-kB reporter – cell-based, luminescence, uHTS, primary screen (AID 1578); NOD1-driven NF-kB luciferase reporter cells, luminescence; higher % means a stronger effect; one-dose inhibition, % at 4 µM; EC50 in µM for titrated hits; actives 1% (n = 290,000); in the data active = inhibition mostly above about 36%, no sharp cut-off; inactive = mostly below about 34%;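 also: HEK-293T reporter cells stimulated with the NOD1 agonist gamma-tri-DAP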
P. falciparum M1AAP – P. falciparum M1AAP inhibitors, biochemical, fluorogenic H-Leu-NHMec substrate, 1536-well (AID 1445). recombinant M1AAP, H-Leu-NHMec fluorogenic kinetic assay; higher % means a stronger effect. one-dose inhibition, % at 30 µM; IC50 in µM for titrated hits. actives 0.42% (n = 220,000);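 active = primary inhibition above the hit cutoff, then over 50% inhibition at one or more dose response concentrations, cut at about 23% in these data, passing the limit was not always enough; inconclusive = conflicting primary data, or primary hits not chosen for dose response; inactive = low primary inhibition, or under 50% at every dose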;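 also: plate controls were DMSO full reaction for no effect and no enzyme background for full effect; strong numbers were not always called active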
AID2073 – inhibitors of Mint1-CaV2.2 protein interaction, biochemical, HTRF (AID 2073). HTRF protein-protein interaction, Mint1-CaV2.2; higher % means a stronger effect. inhibition, % at 20 µM, or IC50 in µM where a hit was titrated. actives 0.19% (n = 290,000); in the data active = inhibition mostly above about 51%, no sharp cut-off; inconclusive = no clear call, values can overlap the other calls; inactive = mostly below about 53%; also: some results filed as inactive read as strong as hits
Dynein transport cytoplasmic EGFP – recorded beside Dynein transport, whose call it bears; z-score; measured here: cytoplasmic GR-EGFP intensity; stronger effect = higher value
Dynein transport nuclear GR-EGFP – also measured in Dynein transport; calls as there; z-score; measured here: nuclear GR-EGFP intensity;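 lower value marks the stronger effect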
Dynein transport cell count – recorded beside Dynein transport, whose call it bears; z-score; measured here: cell count per field
Starred values were filed as active, the others as inactive; ? = inconclusive; nt = not tested or not shown; [ ] = dose if it differs, or a comment. Rule as the data show it, unless noted: active = inhibition above about 50%; inactive = the rest.

SMILES	M17LAP inhibition	KOR beta-arrestin-1	Dynein transport	Dynein transport cytoplasmic EGFP	Dynein transport nuclear GR-EGFP	Dynein transport cell count	KOR beta-arrestin-2	GPR55 activation	NOD2 inhibition	NOD1 NF-kB reporter	P. falciparum M1AAP	AID2073
Cc1nnc(NC(=O)Cn2c(=O)sc3ccccc32)s1	6%	-1.1%	0.45	-0.091	0.49	-0.83	-23%	-0.2%	10%	18%	2%	3%
Cc1ccc(NC(=O)Nc2ccc3c(c2)nc(C)n3C)cc1C	-8%	-5.0%	1.1	-0.24	0.95	-0.94	-21%	0.6%	-109%	-34%	2%	10%
COC(=O)Cn1c2c(c3cc(C)ccc31)CCCC2NC(C)c1ccccc1 (stereo not drawn)	12%	-0.4%	1.3	-0.17	0.87	-0.83	23%	0.0%	-6%	0%	4%	3%
CCOc1cccc(C2C(C(=O)c3ccc(C)o3)=C(O)C(=O)N2Cc2ccccc2)c1 (stereo not drawn)	nt	0.8%	nt	nt	nt	nt	-4%	0.0%	-8%	-22%	nt	13%
CCCC(=O)NC(=S)Nc1cccc(NC(=O)c2ccc(Cl)cc2Cl)c1	-8%	2.3%	0.48	-0.19	0.59	0.0016	-10%	0.3%	-11%	-12%	-1%	-4%
COc1ccc(-c2cc(C(F)(F)F)c(C#N)c(SCC(=O)Nc3ccccc3C#N)n2)cc1	-5%	0.8%	0.14	-0.16	-0.11	-0.061	14%	-0.1%	-45%	-62%	7%	?
CN(C)CCCNC(=O)c1cc(C(=O)c2c(Cl)cccc2Cl)c[nH]1	nt	-2.0%	nt	nt	nt	nt	-2%	-0.1%	-3%	1%	nt	2%
CNC(=S)N/N=C(\C)c1cccc(C(F)(F)F)c1	0%	-1.2%	-0.61	-0.26	0.017	0.28	5%	-0.3%	16%	-25%	2%	6%
CSCc1ccc(C(=O)N2CCCC(Nc3ccc4c(c3)OCCO4)C2)o1 (stereo not drawn)	nt	0.9%	nt	nt	nt	nt	-19%	-0.1%	7%	-8%	nt	-27%
Cc1ccc(N=Nc2c(N)[nH]n3c(=O)cc(C)nc23)cc1	21%	-1.6%	-0.68	-0.32	-0.49	0.84	4%	0.5%	-7%	-20%	10%	-1%
Cc1ccc(S(=O)(=O)N2CCCCC2)cc1C(=O)Nc1ccc2cn[nH]c2c1	18%	-6.8%	0.073	-0.16	0.078	0.42	4%	0.0%	27%	15%	9%	3%
CNC(=O)C1CCN(S(=O)(=O)c2c(C)noc2/C=C/c2cccc(OC)c2)CC1	nt	-5.2%	nt	nt	nt	nt	0%[20 µM]	0.6%	15%	15%	nt	34%
CCOc1ccc(-c2c(C)sc3nc[nH]c(=O)c23)cc1	nt	-7.0%	nt	nt	nt	nt	-31%[20 µM]	0.5%	8%	-21%	nt	-1%
O=C(O)c1cn(Cc2ccccc2)nc1-c1cccnc1	-7%	-3.0%	0.39	-0.35	0.23	0.69	10%	-0.6%	20%	-5%	3%	5%
O=c1c2ccc([N+](=O)[O-])cc2ncn1CCOc1ccc(Cl)cc1	-4%	7.6%	-0.61	0.44	-0.24	0.028	-73%[20 µM]	-0.1%	23%	12%	6%	4%
CCC(Sc1nccn1C)C(=O)Nc1nnc(C)s1 (stereo not drawn)	-1%	0.4%	-0.91	-0.12	-0.39	0.71	-7%	-0.1%	4%	-22%	1%	-10%
O=C(Cn1nnc(-c2ccccc2Cl)n1)N1CCCCC1	nt	-3.1%	nt	nt	nt	nt	0%	-0.1%	-20%	-50%	nt	8%
CCn1c2ccccc2c2cc(NC(=O)c3ccc(Br)o3)ccc21	45%	114%	-1	3.6	-0.23	0.5	-14%	-0.1%	5%	5%	14%	11%
COc1ccc(CN(CC2CCCO2)C(=O)CN2C(=O)COc3ccccc32)cc1OC (stereo not drawn)	-3%	11µM*	0.23	-0.24	0.2	-0.88	1%	-0.4%	9%	21%	0%	-2%
CSc1ccc(C2C(C#N)=C(N)Oc3c2ccc(=O)c2c(C)oc(C)c32)cc1 (stereo not drawn)	21%	2.2%	-2.4	22	2.3	0.031	-100%	-0.3%	7%	23%	23%*	17%
O=C1CCCN1CCC1CCCCN1Cc1nc(COc2ccccc2)no1 (stereo not drawn)	-2%	4.9%	-0.55	-0.27	-0.46	0.64	-22%	0.1%	4%	-22%	-3%	11%
CCN(CC)CCOC(=O)/C=C/c1ccccc1	1%	4.2%	1.5	-0.16	0.5	0.093	10%	-0.1%	20%	-3%	-6%	7%
N/C(=N\N=C\c1ccc2c(c1)OCO2)c1nonc1N	-5%	3.5%	-0.55	-0.18	0.42	0.072	-31%	0.4%	-140%	-62%	7%	-1%
COc1cc(/C=C/C(=O)O)cc(S(=O)(=O)NCC2CCCO2)c1OC (stereo not drawn)	4%	-2.5%	0.63	-0.25	0.21	-0.61	9%	0.5%	27%	-3%	3%	14%
CC(C)N(C(=O)CSc1ncnc2sc(-c3ccccc3)cc12)C(C)C	-12%	5.7%	-0.78	0.44	-0.29	0.7	-16%	-0.1%	2%	-5%	6%	4%
O=C(Nc1ccccc1)c1cccc(S(=O)(=O)Nc2ccccn2)c1	13%	4.4%	-0.96	0.049	-0.17	0.31	9%	-0.2%	7%	3%	6%	2%
Clc1ccc2c(NCc3cccs3)ncnc2c1	nt	0.0%	nt	nt	nt	nt	-5%	-0.1%	43%	-7%	nt	5%
CCCN1CCC(NC(=S)Nc2cccc(Cl)c2Cl)CC1	1%	-7.4%	-0.3	-0.33	-0.091	1	-12%	0.5%	4%	-20%	1%	-15%
O=C(Nc1ccc2c(c1)OCO2)c1cc(C2CC2)on1	6%	-2.0%	1.1	-0.12	0.93	-0.6	-9%	0.9%	-108%	-38%	-1%	2%
c1ccc(COc2ccc(OCCCCN3CCCC3)cc2)cc1	5%	-6.2%	-0.026	-0.13	-0.14	-0.25	-31%	0.4%	-48%	-29%	11%	4%
COCc1ccc(CN2CCc3c([nH]c4ccccc34)C2CC(C)C)o1 (stereo not drawn)	0%	-1.2%	-1.2	-0.22	-0.7	0.85	6%	-0.3%	-15%	17%	10%	25%
COc1cc(NC(=O)Cc2ccc(Cl)cc2)ccc1NC(=O)c1ccco1	-4%	5.6%	-0.3	-0.21	0.13	-0.044	-35%	-0.3%	2%	7%	3%	8%
O=S(=O)(NCC1CCCO1)c1ccc(S(=O)(=O)N2CCc3ccccc3C2)cc1 (stereo not drawn)	5%	-5.0%	-0.97	-0.21	-0.63	1	37%	-0.2%	-6%	-29%	9%	13%
Cc1ccsc1/C=N/NC(=O)CO	23%	-0.5%	-0.15	-0.32	-0.38	1.2	14%[20 µM]	0.9%	7%	-17%	4%	8%
CC(C)c1ccc2oc(=O)cc(CN3CCN(c4ccc(F)cc4)CC3)c2c1	7%	-8.0%	1.1	0.054	1	-1.2	-26%	-0.2%	-10%	-20%	6%	9%
CCCNC(=O)c1ccc(N(Cc2ccccc2)S(C)(=O)=O)cc1	9%	-4.7%	0.9	0.55	0.67	0.33	-19%	0.2%	25%	4%	0%	-1%
O=C(CNC(=O)c1ccc(F)cc1)N/N=C/c1cn[nH]c1-c1ccccc1	-1%	-3.4%	-0.17	-0.25	-0.074	0.46	-6%	0.3%	-3%	-10%	15%	-2%
Cn1cc(SCC(=O)N2CCN(c3ccccc3)CC2)c2ccccc21	-1%	3.4%	-0.99	-0.22	-0.59	0.085	-42%	0.3%	1%	-45%	16%	-8%
CCCCCCCC(=O)Nc1cc(C(=O)NCCC)ccc1N1CCC2(CC1)CC(c1ccccc1)=NO2	nt	0.8%	nt	nt	nt	nt	-18%[20 µM]	-0.1%	1%	11%	nt	11%
COc1ccccc1NC(=O)Nc1cccnc1	nt	nt	-0.61	-0.24	-0.15	0.78	-23%[20 µM]	-0.1%	-5%	26%	nt	-12%
Cc1ccc(N2CC(O)Cn3c2nc2c3c(=O)n(C)c(=O)n2C)cc1 (stereo not drawn)	nt	-5.1%	nt	nt	nt	nt	13%	-0.1%	8%	-9%	nt	3%
CCCNC(=O)Nc1ccc(C)cc1C	-7%	0.6%	-0.54	-0.8	-0.55	0.47	-5%	0.0%	11%	-4%	-3%	3%
CCCCOC(=O)CSCC(=O)Nc1cc(C)on1	10%	-2.3%	-0.67	1.2	0.27	-1.1	9%	0.3%	14%	1%	3%	-7%
O=C(O)C1CCN(C(=O)c2ccc3c(c2)OCO3)CC1	nt	-3.6%	nt	nt	nt	nt	10%	-0.1%	7%	-34%	nt	-2%
CCCCc1ccc(NC(=O)CC(C)C)cc1	13%	nt	1.8	-0.01	0.53	-2.2	-26%[20 µM]	-0.1%	-37%	-32%	-6%	1%

Compounds listed so far with two or more sulfur atoms:
SMILES	M17LAP inhibition	KOR beta-arrestin-1	Dynein transport	Dynein transport cytoplasmic EGFP	Dynein transport nuclear GR-EGFP	Dynein transport cell count	KOR beta-arrestin-2	GPR55 activation	NOD2 inhibition	NOD1 NF-kB reporter	P. falciparum M1AAP	AID2073
Cc1nnc(NC(=O)Cn2c(=O)sc3ccccc32)s1	6%	-1.1%	0.45	-0.091	0.49	-0.83	-23%	-0.2%	10%	18%	2%	3%
CCC(Sc1nccn1C)C(=O)Nc1nnc(C)s1 (stereo not drawn)	-1%	0.4%	-0.91	-0.12	-0.39	0.71	-7%	-0.1%	4%	-22%	1%	-10%
CC(C)N(C(=O)CSc1ncnc2sc(-c3ccccc3)cc12)C(C)C	-12%	5.7%	-0.78	0.44	-0.29	0.7	-16%	-0.1%	2%	-5%	6%	4%
O=S(=O)(NCC1CCCO1)c1ccc(S(=O)(=O)N2CCc3ccccc3C2)cc1 (stereo not drawn)	5%	-5.0%	-0.97	-0.21	-0.63	1	37%	-0.2%	-6%	-29%	9%	13%

The list is partial, so the mix of outcomes need not match the whole.
